High-throughput results (PubChem)
FN deposition inh – inhibitors of fibronectin matrix deposition, primary screen, AH1F cells, Alexa488-fibronectin fluorescence, plate reader; AH1F fibroblasts, overnight; inhibition, % at 12.6 µM; 0.086% of 350,000 active;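 active = mean inhibition across replicates of 30% or more, regardless of how many single replicates reach that level; inconclusive = mean under 30% yet at least half of replicates reach 30%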;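 note: positive control wells lacked labelled fibronectin entirely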
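Material: AH1F fibroblast monolayer depositing Alexa488-labelled fibronectin into matrix | Input: 10000 AH1F cells/well | Medium: DMEM plus 2% serum, read in PBS | Reagent: Alexa488-fibronectin, 24 nM final in well | Compound dosing: One dose per compound, pinned | Schedule: 1 h adhesion, overnight exposure | Measured by: Fluorescence at 485 nm excitation, 525 nm emission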
CASP6 VEID inh – human caspase-6 inhibitors, primary screen, biochemical, VEID-R110 fluorescence, single point, set 2; P55212; purified caspase-6, Z-VEID-R110 cleavage fluorescence; inhibition, % at 12.5 µM; 0.53% of 350,000 active;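 active = mean inhibition across replicates at least about 35%, with every replicate also reaching that limit, limit read from the data; inconclusive = only one of the two criteria met; inactive = neither criterion met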;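 note: 0% = median of neutral control wells and 100% = no fluorescence left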
Target sequence (P55212 24-179 limits assumed): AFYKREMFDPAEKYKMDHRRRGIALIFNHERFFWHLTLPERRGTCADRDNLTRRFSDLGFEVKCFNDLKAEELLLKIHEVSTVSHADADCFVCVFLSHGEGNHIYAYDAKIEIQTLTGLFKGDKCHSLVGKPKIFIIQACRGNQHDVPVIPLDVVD
Target sequence (P55212 194-293 limits assumed): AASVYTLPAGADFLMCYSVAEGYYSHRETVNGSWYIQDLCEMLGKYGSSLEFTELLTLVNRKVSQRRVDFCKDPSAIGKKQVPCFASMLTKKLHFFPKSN
Statin myotox sup – suppressors of statin myotoxicity in C2C12 myotubes, primary screen, cell-based, single point, plate reader. C2C12 myotubes + simvastatin, ATP luminescence, 48 h; scaled: DMSO 0, geranylgeraniol control 100. rescue of ATP level, % at 7.49 µM. 0.78% of 330,000 active. AID 602340, 2012;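 active = mean ATP rescue above about 67%, or every replicate alone reaching that limit, limit read from the data, passing the limit was not always enough; inconclusive = no clear call, values can overlap the other calls; inactive = mean under the limit and some replicate under it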;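 note: myotubes were challenged with 10 µM simvastatin during compound exposure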
esBAF inh – Bmi1 luciferase reporter increase in mESCs, primary screen, esBAF inhibitor project, mouse ES cells, Bmi1 luciferase knock-in, single point; 24 h; 100% = twice the neutral-well signal; reporter increase, % at 12.5 µM; 2% of 350,000 active; AID 602393, 2012; in the data active = activation above about 40%; inconclusive = no clear call, values can overlap the other calls;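 note: 0% = median of the plate's neutral control wells and 100% = double that signal; a rise in the Bmi1 reporter signal indicates esBAF inhibition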
SIRT5 block – SIRT5 desuccinylase inhibitors, primary screen, biochemical, fluorescence imaging, single point, set 5; 1.1% of 330,000 active; NAD-dependent protein deacylase sirtuin-5, mitochondrial (Homo sapiens), Q9NXA8; Purified SirT5, succinyl-peptide AMC, trypsin-coupled fluorescence; inhibition, % at 15 µM; in the data active = inhibition above about 15%; inconclusive = no clear call, values can overlap the other calls
Target sequence (Q9NXA8 whole entry, looked up): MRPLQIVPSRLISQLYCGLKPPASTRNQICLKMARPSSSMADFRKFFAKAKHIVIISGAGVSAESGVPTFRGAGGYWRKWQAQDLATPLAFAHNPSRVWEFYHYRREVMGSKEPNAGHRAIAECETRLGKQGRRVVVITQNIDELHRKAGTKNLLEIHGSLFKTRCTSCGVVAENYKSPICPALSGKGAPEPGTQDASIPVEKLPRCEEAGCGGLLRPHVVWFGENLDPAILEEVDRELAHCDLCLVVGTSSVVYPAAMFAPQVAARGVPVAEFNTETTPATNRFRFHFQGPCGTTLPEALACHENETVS
S100A4 inh HTS – inhibitors of S100A4-myosin IIA peptide binding, primary screen, biochemical, fluorescence polarization, TAMRA-MyoIIA peptide; Protein S100-A4 (Homo sapiens), P26447; inhibition, % at 10.7 µM; 0.14% of 360,000 active;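 active = mean inhibition of at least 70% across replicates, with every replicate also reaching that level; inconclusive = mean inhibition reaches 70% but some replicates fall short; inactive = mean inhibition below 70%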
Target sequence (P26447 whole entry, looked up): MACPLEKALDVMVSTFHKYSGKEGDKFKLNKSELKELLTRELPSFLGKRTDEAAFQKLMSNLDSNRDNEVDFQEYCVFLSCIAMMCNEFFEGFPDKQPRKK
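Test system – S100A4 monomer (human) · Compound – single-point compound testing · Schedule – 5 min incubation before reading · Probe or stimulus – TAMRA-labelled myosin IIA heavy-chain peptide probe, 5 nM · Benchmarks – neutral control DMSO, positive control TFP · Medium – Calcium-containing HEPES buffer, pH 7.2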
LGR2 inh – inhibitors of bursicon-induced LGR2 CRE-luciferase signal, primary screen, cell-based, HEK293, CRE-luciferase reporter, bursicon stimulation; Drosophila bursicon receptor LGR2 (rickets); bursicon-stimulated, 4 h; inhibition, % at 9.99 µM; 0.35% of 380,000 active;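 active = drop in luminescence signal, shown as inhibition above about 50% in the replicate tests, limit read from the data, passing the limit was not always enough; inconclusive = probably only some replicates passing the limit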;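 note: agonist challenge used bursicon conditioned medium at about half maximal strength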
* = called active by the depositor; ? = inconclusive; . = not tested or not shown. Only part of the results is shown, so the mix of outcomes need not match the whole.

(1) Cc1ccnc2nc(C(=O)OCC(=O)N(Cc3ccccc3)C(C)C)nn12
(2) COc1ccc(N(C(C)C(=O)NN=C2CCCC2)S(C)(=O)=O)cc1 (stereo not given)
(3) COc1ccc(-c2csc(/N=C/N(C)C)n2)cc1OC
(4) CCc1ccc(-c2cc(C)no2)cc1S(=O)(=O)NCc1ccccc1OC
(5) C=CCN1C(=S)N[C@@H]2CS(=O)(=O)C[C@@H]21

screen / no.	1	2	3	4	5
FN deposition inh	4	.	23	2	10
CASP6 VEID inh	3	-1	4	-2	1
Statin myotox sup	-5	.	.	5	.
esBAF inh	-4	.	.	-7	.
SIRT5 block	-6	1	1	2	-4
S100A4 inh HTS	12	1	-1	15	-1
LGR2 inh	1	14	-83	-6	-17

(6) O=C(/C=C/c1ccccc1)Nc1scc(-c2ccccc2)c1C(=O)O
(7) Cc1cccc(C(=S)N2CCOCC2)n1
(8) Cc1ccc(CS(=O)(=O)CCC(=O)NCCc2ccccc2)cc1
(9) O=C(NC(=O)N1CCN(c2ccccc2)CC1)c1ccc(Cl)cc1
(10) COc1cccc(CNC(C)C(=O)Nc2ccc(S(=O)(=O)N3CCCC3)cc2)c1 (stereo not given)

screen / no.	6	7	8	9	10
FN deposition inh	-13	-1	-1	-13	-2
CASP6 VEID inh	-1	-2	3	.	0
Statin myotox sup	.	2	-2	-1	-1
esBAF inh	.	-4	-5	49*	-5
SIRT5 block	2	3	1	.	-3
S100A4 inh HTS	-1	11	2	.	6
LGR2 inh	-10	2	8	.	-10

(11) CC(=O)c1ccc(-c2cnc3c(NC=O)cc(-c4cnn(C)c4)cn23)cc1
(12) CCOC(=O)c1c(N2C(=O)C3CC(C)=C(C)CC3C2=O)sc(C)c1C (stereo not given)
(13) CCC(=O)c1ccccc1OCCN1C(=O)NC(C)(C)C1=O
(14) O=C(COc1ccc(Cl)cc1Cl)N1CCN(C(=O)c2ccco2)CC1
(15) C[C@@H]1CN([C@H](C)CO)C(=O)Cc2cc(NC(=O)Nc3cccc4ccccc34)ccc2O[C@@H]1CN(C)Cc1ccc(Cl)c(Cl)c1

screen / no.	11	12	13	14	15
FN deposition inh	10	3	.	4	.
CASP6 VEID inh	11	.	2	6	-2
Statin myotox sup	10	10	27	3	38
esBAF inh	6	-3	-6	-6	5
SIRT5 block	1	.	-1	-2	1
S100A4 inh HTS	3	.	5	-3	-2
LGR2 inh	-8	.	13	5	-14

(16) COc1cccc(C(=O)NNS(=O)(=O)c2ccccc2)c1
(17) O=C(Nc1ccccn1)c1cccs1
(18) CCCCC(CC)CNC(=O)C1CC=CCC1C(=O)O (stereo not given)
(19) CCc1nc2c(OCC(N)=O)cccn2c1N(C)C(=O)C(C)C
(20) CC1CC(C)CN(c2ccc(S(=O)(=O)N3CCOCC3)cc2)C1 (stereo not given)

screen / no.	16	17	18	19	20
FN deposition inh	5	5	2	-2	.
CASP6 VEID inh	2	.	1	-1	0
Statin myotox sup	3	5	.	-23	-4
esBAF inh	8	?	.	1	2
SIRT5 block	0	.	-2	.	-2
S100A4 inh HTS	-3	.	-3	1	-1
LGR2 inh	2	.	.	7	-15

(21) CCOC(=O)C(=NC(C)C)NNc1cc(Cl)ccc1Cl
(22) CCOc1ccc(-n2nc3c(SCCN4CCCC4)nnc(C)c3c2C)cc1
(23) CC(C)NC(=O)Cn1cc(C(=O)C2CC2)c2ccccc21
(24) COC(=O)c1cccc(NC(=S)NC(C)C)c1
(25) O=C(Nc1cc(Cl)cc(Cl)c1)N[C@H]1CC[C@H](CCNS(=O)(=O)c2cccc(F)c2)O[C@@H]1CO

screen / no.	21	22	23	24	25
FN deposition inh	-1	4	-2	2	-5
CASP6 VEID inh	-3	-4	-1	-2	2
Statin myotox sup	.	.	.	.	15
esBAF inh	.	.	.	.	-4
SIRT5 block	-4	2	-4	-2	2
S100A4 inh HTS	4	-8	7	3	13
LGR2 inh	17	.	-28	24	17

(26) Cn1cnnc1SCC(=O)Nc1ccc(N2CCCCC2)cc1
(27) Cc1ccc(Sc2ccc(/C=C3/C(=O)NN(c4ccccc4)C3=O)o2)cc1
(28) COc1ccc(NC(=O)Cn2nnc(C(=O)NCc3ccc4c(c3)OCO4)c2N)cc1
(29) COC(=O)c1cccc(-n2c(=O)n(Cc3ccccc3)c(=O)c3[nH]cnc32)c1C
(30) CSc1ccc(C(=O)C2CCCN(C(=O)c3nonc3C)C2)cc1 (stereo not given)

screen / no.	26	27	28	29	30
FN deposition inh	0	-3	6	-2	11
CASP6 VEID inh	-7	24	0	7	1
Statin myotox sup	-2	.	.	-14	-17
esBAF inh	5	.	.	-4	-5
SIRT5 block	-1	8	-1	-4	-2
S100A4 inh HTS	-13	0	1	-4	-6
LGR2 inh	-2	-5	-3	-15	-6

Of the compounds above, these contain a furan ring, fused or not:
(14) O=C(COc1ccc(Cl)cc1Cl)N1CCN(C(=O)c2ccco2)CC1
(27) Cc1ccc(Sc2ccc(/C=C3/C(=O)NN(c4ccccc4)C3=O)o2)cc1

screen / no.	14	27
FN deposition inh	4	-3
CASP6 VEID inh	6	24
Statin myotox sup	3	.
esBAF inh	-6	.
SIRT5 block	-2	8
S100A4 inh HTS	-3	0
LGR2 inh	5	-5

(continued)
(31) O=C(CNC(=O)c1ccc(Br)o1)NCC1COc2ccccc2O1 (stereo not given)
(32) CCCc1nn(CCc2ccccn2)c(N)c1CC
(33) CCOCCCn1c(SCC(=O)Nc2ccc(NC(C)=O)cc2)nc2ccccc2c1=O
(34) CC(=O)c1cccc(CN2CCN(Cc3ccc(C)cc3)C(CCO)C2)c1 (stereo not given)
(35) CO[C@H](CN(C)C(=O)c1ccccc1F)[C@H](C)CN([C@H](C)CO)S(=O)(=O)c1ccc(F)cc1

screen / no.	31	32	33	34	35
FN deposition inh	17	4	-4	0	-4
CASP6 VEID inh	-2	.	-1	-2	-1
Statin myotox sup	-10	0	5	-13	7
esBAF inh	-3	-6	-7	-4	-6
SIRT5 block	-1	.	-2	-3	.
S100A4 inh HTS	-9	.	2	-6	-6
LGR2 inh	0	.	11	1	11

Profiles, looked up by structure:
O=C(COc1ccc(Cl)cc1Cl)N1CCN(C(=O)c2ccco2)CC1 as listed: FN deposition inh = 4; CASP6 VEID inh = 6; Statin myotox sup = 3; esBAF inh = -6; SIRT5 block = -2; S100A4 inh HTS = -3; LGR2 inh = 5
O=C(Nc1ccccn1)c1cccs1 as listed: FN deposition inh = 5; CASP6 VEID inh = .; Statin myotox sup = 5; esBAF inh = ?; SIRT5 block = .; S100A4 inh HTS = .; LGR2 inh = .

Next part
(36) CCOC(=O)c1c(S(=O)(=O)NCC(=O)Nc2ccccc2)c(C)n(C)c1C
(37) CO[C@H]1CN(C)C(=O)c2ccc(NC(=O)c3ccccc3F)cc2OC[C@@H](C)N(CC2CC2)C[C@@H]1C
(38) CN(CC(=O)Nc1ccc(F)c(F)c1F)C(=O)c1ccc(=O)[nH]c1
(39) CN(CC(=O)Nc1cccc(Cl)c1)S(=O)(=O)c1ccc2[nH]c(=O)oc2c1
(40) CCCN1C(=O)CSC1=Nc1ccccc1

screen / no.	36	37	38	39	40
FN deposition inh	-3	-12	-4	9	-1
CASP6 VEID inh	1	-3	1	4	1
Statin myotox sup	19	-6	-1	0	5
esBAF inh	-4	3	-2	-7	-8
SIRT5 block	-4	-4	-19	1	.
S100A4 inh HTS	-2	19	5	5	0
LGR2 inh	7	-4	-7	24	1

(41) COc1ccccc1-c1cn(CC[C@H]2CC[C@H](NS(=O)(=O)c3ccccc3C)[C@H](CO)O2)nn1
(42) COc1cc(C(=O)NNC(=S)NC(=O)c2ccc3c(c2)OCO3)cc(OC)c1OC
(43) COCC(=O)N(C)C[C@H]1Oc2cc(C#CC(C)(C)O)ccc2S(=O)(=O)N([C@@H](C)CO)C[C@@H]1C
(44) COc1ccc(CC(N)c2csc(NC(=O)CCc3ccccc3)n2)cc1 (stereo not given)
(45) COc1ccc(OC)c(C2C(C(=O)O)c3ccccc3C(=O)N2C)c1 (stereo not given)

screen / no.	41	42	43	44	45
FN deposition inh	-2	3	.	7	-4
CASP6 VEID inh	0	0	-3	-2	.
Statin myotox sup	10	.	8	-2	7
esBAF inh	2	.	-3	2	-5
SIRT5 block	-1	1	-3	-1	.
S100A4 inh HTS	17	-2	-2	-2	.
LGR2 inh	6	-7	3	5	.

(46) O=C(/C=C/c1ccc([N+](=O)[O-])s1)N1CCCC1
(47) CC(=O)N1[C@H](C(=O)NCc2ccc(F)cc2)[C@@H](CO)[C@@H]2Cn3c(cccc3=O)[C@@H]21
(48) CS/C(=N\S(=O)(=O)c1ccc(Cl)cc1)c1ccccc1
(49) COc1ccc(NC(=O)CSc2ccc(NC(C)=O)cc2)cc1S(=O)(=O)N1CCOCC1
(50) CCNC(=O)C[C@H]1CC[C@@H]2[C@H](COC[C@@H](O)CN2Cc2ccncc2)O1

screen / no.	46	47	48	49	50
FN deposition inh	3	.	.	3	-8
CASP6 VEID inh	4	6	-2	1	.
Statin myotox sup	.	-17	11	-11	5
esBAF inh	.	-2	0	4	-4
SIRT5 block	2	3	-2	-1	.
S100A4 inh HTS	10	0	0	3	.
LGR2 inh	8	3	12	5	8

(51) Cc1ccc(C)c(C(=O)CN2C3=NCCCN3c3ccccc32)c1
(52) CCCNC(=O)N1[C@H](CO)[C@@H](c2ccccc2)[C@H]1CNC(=O)c1ccccc1
(53) CCCn1ncc2c(Nc3ccc(C)c(C)c3)ncnc21
(54) Cc1cc(C)c(C#N)c(SCC(=O)c2cc(C)n(CCc3ccccc3)c2C)n1
(55) CCN(C(=S)Nc1cccc(C)c1)c1ccccc1

screen / no.	51	52	53	54	55
FN deposition inh	5	.	1	-3	-3
CASP6 VEID inh	.	0	-1	.	.
Statin myotox sup	-12	2	-14	-3	-1
esBAF inh	-3	-2	67*	-17	11
SIRT5 block	.	0	-3	.	.
S100A4 inh HTS	.	10	-6	.	.
LGR2 inh	23	-13	-54	.	-16

(56) Cn1c(C(=O)O)ccc1S(=O)(=O)N(Cc1ccccc1)Cc1ccccc1
(57) COc1ccc(N2CCN(C(=O)COC(=O)c3oc4ccccc4c3C)CC2)cc1
(58) O=C(Nc1ccccc1C(=O)N1CCOCC1)c1cc2ccccc2o1
(59) O=c1nc(-c2ccccc2)c2cc(SC(F)F)ccc2[nH]1
(60) CC(C)CCN1CCN(Cc2ccsc2)CC1CCO (stereo not given)
(61) O=C(C[C@H]1CC[C@@H]2[C@H](COC[C@H](O)CN2C(=O)Nc2ccc(C(F)(F)F)cc2)O1)NCC1CCCCC1
(62) CC(NC(=O)CCSc1nc(-c2ccco2)cc(C(F)(F)F)n1)c1ccccc1 (stereo not given)

screen / no.	56	57	58	59	60	61	62
FN deposition inh	-6	-2	1	-4	-4	-9	-4
CASP6 VEID inh	-2	-1	1	2	-1	-1	.
Statin myotox sup	13	12	2	6	7	-60	18
esBAF inh	-2	1	-1	-3	-4	-4	0
SIRT5 block	1	-1	30*	-9	10	3	.
S100A4 inh HTS	8	-9	-6	-6	5	-1	.
LGR2 inh	0	-2	-5	-2	-17	-5	.
